Screening data from PubChem BioAssay.
Wee1 stabilizer: human Wee1 degradation inhibition, primary screen; P30291; HeLa Luc-Wee1K328M stability, luciferase luminescence; 100% = proteasome inhibitor MG132 effect; reporter increase, % at 5 µM; hit rate 1.2% among 220,000; AID 1321;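 active means activation above the mean of all tested compounds plus 3 SD, set per screening run, cut at about 8.8% in these data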;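 further: cells exposed to compound for 20 h before luminescence read; 0% = DMSO alone and 100% = MG132 at 30 µM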
Hck-Nef inh: blocks Nef-activated human Hck kinase; P08631; Recombinant Hck-YEEI plus Nef, Z-Lyte FRET kinase assay; inhibition, % at 20 µM; hit rate 0.68% among 220,000;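 active means Hck-Nef kinase inhibition above about 50%, limit read from the data; inactive means inhibition below that limit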;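 further: 0% = DMSO with Hck plus Nef and 100% = Hck alone without Nef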
Target sequence (P08631 whole entry, looked up): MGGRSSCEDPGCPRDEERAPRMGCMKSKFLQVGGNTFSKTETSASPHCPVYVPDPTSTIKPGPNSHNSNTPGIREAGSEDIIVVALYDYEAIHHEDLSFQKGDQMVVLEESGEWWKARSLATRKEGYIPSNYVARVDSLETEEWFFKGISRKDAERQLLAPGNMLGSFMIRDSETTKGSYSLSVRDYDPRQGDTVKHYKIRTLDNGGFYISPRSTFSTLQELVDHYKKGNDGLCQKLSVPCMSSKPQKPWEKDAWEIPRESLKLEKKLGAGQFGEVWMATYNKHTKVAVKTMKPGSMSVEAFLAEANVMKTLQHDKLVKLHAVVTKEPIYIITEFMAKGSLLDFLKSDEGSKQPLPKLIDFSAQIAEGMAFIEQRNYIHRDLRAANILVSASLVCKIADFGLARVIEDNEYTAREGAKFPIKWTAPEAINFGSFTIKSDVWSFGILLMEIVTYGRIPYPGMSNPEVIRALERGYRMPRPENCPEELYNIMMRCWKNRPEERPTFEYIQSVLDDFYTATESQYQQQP
hK5 inh: inhibitors of human kallikrein 5; Q9Y337; recombinant hK5, fluorogenic AMC substrate cleavage; inhibition, % at 5 µM; hit rate 0.59% among 210,000; AID 873;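 active means inhibition of 40% or more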;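 further: 0% = enzyme controls without compound and 100% = no-enzyme blanks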
Target sequence (Q9Y337 67-293 limits assumed): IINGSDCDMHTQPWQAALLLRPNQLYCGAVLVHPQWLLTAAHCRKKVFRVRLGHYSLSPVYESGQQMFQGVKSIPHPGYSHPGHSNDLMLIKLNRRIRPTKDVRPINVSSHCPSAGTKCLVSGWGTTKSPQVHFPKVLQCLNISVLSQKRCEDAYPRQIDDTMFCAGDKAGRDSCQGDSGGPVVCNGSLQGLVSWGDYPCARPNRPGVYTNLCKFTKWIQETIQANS
FXIIa inh: factor XIIa (human) inhibition. purified FXIIa, Boc-QGR-AMC fluorogenic substrate, 2 h. AID 800. P00748. inhibition, % at 5 µM. hit rate 0.3% among 220,000; in the data active means inhibition above about 40%;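 further: 0% = enzyme with no compound and 100% = blank without enzyme; many of its hits are not listed in these tables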
Runt-SMMHC FRET: blocks binding of human RUNX1 Runt domain to CBFb-SMMHC. Cerulean-Runt/Venus-CBFb-SMMHC FRET ratio 530/480, 1 h. inhibition, % at 20 µM. hit rate 0.74% among 220,000. AID 1434;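 active means mean inhibition across duplicate retests at 20 µM reaching about 50%, limit read from the data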;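 further: 0% = DMSO wells and 100% = wells with excess untagged CBFb-SMMHC; inhibitors lower the FRET ratio by blocking Runt binding to CBFb-SMMHC; some results filed as inactive read as strong as hits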
FXIa inh 1536: factor XIa (human) inhibition | purified FXIa, Boc-Glu-Ala-Arg-AMC fluorogenic substrate | inhibition, % at 5 µM | hit rate 0.14% among 220,000 | AID 798;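 active means inhibition of at least 40%; inactive means inhibition below 40%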;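 further: fluorescence of freed AMC excited at 355 nm; 0% = enzyme without compound and 100% = no enzyme blank; many of its hits are not listed in these tables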
14-3-3 Bad PPI: disrupts binding of bovine 14-3-3 zeta to phospho-Bad peptide; TR-FRET 14-3-3zeta/Dy647-pBad peptide displacement, 1 h; inhibition, % at 21.7 µM; hit rate 0.71% among 220,000; AID 781;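 active means inhibition above about 70%, limit read from the data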;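 further: 0% = full 14-3-3 plus peptide FRET controls and 100% = background without 14-3-3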
Target sequence (P63103 whole entry, looked up): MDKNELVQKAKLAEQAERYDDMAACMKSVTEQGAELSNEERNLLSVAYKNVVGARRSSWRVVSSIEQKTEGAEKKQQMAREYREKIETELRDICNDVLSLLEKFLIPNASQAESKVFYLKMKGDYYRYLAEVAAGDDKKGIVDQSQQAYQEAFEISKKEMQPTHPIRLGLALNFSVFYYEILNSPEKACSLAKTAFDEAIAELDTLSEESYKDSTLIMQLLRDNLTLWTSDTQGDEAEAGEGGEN
Runt-CBFb FRET: Runt domain-CBFb interaction inhibition. Q01196+Q13951. Cerulean-Runt/Venus-CBFb FRET ratio 530/480, 1 h. inhibition, % at 20 µM. hit rate 0.46% among 220,000. AID 1496;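 active means inhibition over about 50% at 20 µM in the single-dose screen, limit read from the data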;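 further: 0% = DMSO wells and 100% = excess unlabeled CBFb competitor control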
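Reagent – Venus-CBFb binding partner, 100 nM · Assay system – Cerulean-tagged RUNX1 Runt domain (FRET donor) fusion protein · Input – 100 nM per protein · Incubation – two 1 h room-temperature incubations shielded from light · Measured by – FRET fluorescence · Medium – Tris buffer pH 7.5 with salts and BSA · Benchmarks – unlabeled CBFb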
thrombin 1536: thrombin (human) inhibition; P00734; alpha-thrombin, Boc-VPR-AMC fluorogenic substrate cleavage; inhibition, % at 5 µM; hit rate 0.26% among 220,000;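 active means inhibition at or above 40%; inactive means inhibition below 40%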;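 further: 0% = enzyme with no compound and 100% = wells without enzyme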
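Test system: human alpha-thrombin; medium: pH 7.5 Tris-saline with Tween 20; times: reaction at room temperature; signal: AMC fluorescence at 355 nm excitation and 460 nm emission; also added: Boc-VPR-AMC substrate, 15 µM final; dosing: one concentration per compound, 5 µM, with 0.2% DMSO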
* = called active by the depositor; [ ] = dose if it differs, or a comment.

For CC1CCc2nc(/C(C#N)=C/c3ccncc3)sc2C1 (stereo not given) the results were Wee1 stabilizer 2.1, Hck-Nef inh 20.1, hK5 inh -11.5, FXIIa inh -5.3, Runt-SMMHC FRET 60.7, FXIa inh 1536 -11.0, 14-3-3 Bad PPI 0.5, Runt-CBFb FRET 16.0 and thrombin 1536 -19.4.
`O=C(CN1CCN(c2ccccc2)CC1)Nc1cccc([N+](=O)[O-])c1` gave Wee1 stabilizer 1.9, Hck-Nef inh 23.7, hK5 inh 23.6, FXIIa inh 6.5, Runt-SMMHC FRET -3.2, FXIa inh 1536 2.8, 14-3-3 Bad PPI -8.5, Runt-CBFb FRET 1.0 and thrombin 1536 -5.0.
For CC(=O)N1c2ccc3ccccc3c2C(C)CC12CCCCC2 (stereo not given) the results were Wee1 stabilizer 2.4, Hck-Nef inh 0.7, hK5 inh 4.8, FXIIa inh 10.6, Runt-SMMHC FRET 2.1, FXIa inh 1536 2.5, 14-3-3 Bad PPI -18.1, Runt-CBFb FRET 0.6 and thrombin 1536 -0.5.
COc1cc(NC(=O)C2CC2)c(OC)cc1NC(=O)CCC(=O)NC1CCN(Cc2ccccc2)CC1 was read as Wee1 stabilizer 6.2, Hck-Nef inh 23.1, hK5 inh -3.9, FXIIa inh 1.8, Runt-SMMHC FRET 3.6, FXIa inh 1536 -6.0, 14-3-3 Bad PPI -6.7, Runt-CBFb FRET -52.6 and thrombin 1536 -3.9.
`CCOCCCNC(=O)C1CCC(CNS(=O)(=O)c2ccc(Cl)cc2)CC1` (stereo not given) gave Wee1 stabilizer -1.5, Hck-Nef inh 0.9, hK5 inh -24.3, FXIIa inh 3.0, Runt-SMMHC FRET 3.1, FXIa inh 1536 -13.0, 14-3-3 Bad PPI 8.1, Runt-CBFb FRET 4.0 and thrombin 1536 -4.8.
`N#Cc1nccnc1N1CCN(C(=O)Nc2ccccc2)CC1` gave Wee1 stabilizer 2.2, Hck-Nef inh 12.7, hK5 inh 1.7, FXIIa inh 4.8, Runt-SMMHC FRET -3.5, FXIa inh 1536 1.9, 14-3-3 Bad PPI -4.7, Runt-CBFb FRET -3.5 and thrombin 1536 -4.8.
CCC(CC)C(=O)N1CCN(Cc2nc3ccccc3c(=O)[nH]2)CC1 was read as Wee1 stabilizer 3.1, Hck-Nef inh 22.6, hK5 inh 3.4, FXIIa inh 10.1, FXIa inh 1536 1.1, 14-3-3 Bad PPI -5.4 and thrombin 1536 -7.6.
Screening COc1ccc(CCNC(=O)CCC(=O)Nc2ccc3nc(N4CCN(C)CC4)cc(C)c3c2)cc1OC returned Wee1 stabilizer -3.0, Hck-Nef inh 7.8, hK5 inh -16.3, FXIIa inh 0.1, Runt-SMMHC FRET 2.0, FXIa inh 1536 -0.2, 14-3-3 Bad PPI -8.6, Runt-CBFb FRET -1.3 and thrombin 1536 1.2.
COc1cccc(-c2nc(NC(C)C)c3ccccc3n2)c1O was read as Wee1 stabilizer -3.2, Hck-Nef inh 0.2, hK5 inh -14.4, FXIIa inh 13.7, Runt-SMMHC FRET -0.8, FXIa inh 1536 8.2, 14-3-3 Bad PPI 45.0[fluorescence artefact?], Runt-CBFb FRET -2.1 and thrombin 1536 1.3.
`CCc1nnc(NC(=O)CCc2c[nH]c3ccccc23)s1` gave Wee1 stabilizer 14.9*, Hck-Nef inh -9.9, hK5 inh 1.8, FXIIa inh 8.9, Runt-SMMHC FRET 12.4, FXIa inh 1536 -0.8, 14-3-3 Bad PPI -5.9, Runt-CBFb FRET 2.2 and thrombin 1536 1.1.
Screening COc1ccccc1-c1nc(C#N)c(N2CCN(c3cccc(Cl)c3)CC2)o1 returned Wee1 stabilizer -1.7, Hck-Nef inh -1.1, hK5 inh -6.8, FXIIa inh 12.8, Runt-SMMHC FRET -9.6, FXIa inh 1536 3.8, 14-3-3 Bad PPI -8.6, Runt-CBFb FRET 0.5 and thrombin 1536 2.8.
O=C1CCC/C(=N\NC(=O)c2ccc(COc3ccccc3-c3ccccc3)cc2)C1 was read as Wee1 stabilizer -2.6, Hck-Nef inh 11.1, hK5 inh -9.1, FXIIa inh 1.1, Runt-SMMHC FRET 0.1, FXIa inh 1536 -3.1, 14-3-3 Bad PPI -8.2, Runt-CBFb FRET 0.0 and thrombin 1536 -12.4.
For CCCCOC(=O)c1ccc(NC(=O)C(=O)NCC2CCCO2)cc1 (stereo not given) the results were Wee1 stabilizer -2.9, Hck-Nef inh 0.1, hK5 inh 2.5, FXIIa inh 26.0, Runt-SMMHC FRET -7.5, FXIa inh 1536 17.4, 14-3-3 Bad PPI 7.5, Runt-CBFb FRET -2.1 and thrombin 1536 -4.4.
For Oc1ccccc1CNc1cnc2ccccc2c1 the results were Wee1 stabilizer 7.9, Hck-Nef inh 16.7, hK5 inh -7.2, FXIIa inh 11.6, Runt-SMMHC FRET 3.4, FXIa inh 1536 6.4, 14-3-3 Bad PPI 10.2, Runt-CBFb FRET 2.5 and thrombin 1536 -3.8.
Screening CCc1ccc(NC(=O)C(NS(=O)(=O)c2cccc3nsnc23)c2ccccc2)cc1 (stereo not given) returned Wee1 stabilizer -0.9, Hck-Nef inh 1.2, hK5 inh -8.3, FXIIa inh 8.8, Runt-SMMHC FRET 3.1, FXIa inh 1536 -1.1, 14-3-3 Bad PPI 5.8, Runt-CBFb FRET -2.4 and thrombin 1536 -1.8.
`ClC1(Cl)CC1Cn1cnc2ccccc21` (stereo not given) gave Wee1 stabilizer -0.1, Hck-Nef inh -0.6, hK5 inh 9.3, FXIIa inh 4.3, Runt-SMMHC FRET -2.3, FXIa inh 1536 -0.1, 14-3-3 Bad PPI -11.8, Runt-CBFb FRET -1.6 and thrombin 1536 -2.3.
Cc1ccc(S(=O)(=O)Nc2cccc3cccnc23)cc1 was read as Wee1 stabilizer -1.2, Hck-Nef inh 3.1, hK5 inh -264.6, FXIIa inh 15.2, Runt-SMMHC FRET 4.3, FXIa inh 1536 5.7, 14-3-3 Bad PPI -14.1, Runt-CBFb FRET 3.5 and thrombin 1536 3.7.
Screening COc1ccc(S(=O)(=O)N(CC(=O)NCCC(C)C)c2ccccc2)cc1OC returned Wee1 stabilizer -3.0, Hck-Nef inh 9.7, FXIIa inh 8.0, Runt-SMMHC FRET -0.9, FXIa inh 1536 -3.2, 14-3-3 Bad PPI -1.4, Runt-CBFb FRET 1.1 and thrombin 1536 -3.5.
`CCOC(=O)C1CCN(Cc2cnc(Oc3ccc(N)cc3)s2)CC1` gave Wee1 stabilizer -2.1, Hck-Nef inh 1.5, hK5 inh 10.0, FXIIa inh 10.1, Runt-SMMHC FRET 0.0, FXIa inh 1536 5.5, 14-3-3 Bad PPI 1.8, Runt-CBFb FRET 2.5 and thrombin 1536 5.7.
For COc1ccc(F)cc1C(=O)C1CCCN(Cc2cccn2-c2ccccn2)C1 (stereo not given) the results were Wee1 stabilizer 0.1, Hck-Nef inh 4.2, FXIIa inh 5.0, Runt-SMMHC FRET 0.8, FXIa inh 1536 -1.5, 14-3-3 Bad PPI -7.0, Runt-CBFb FRET 0.4 and thrombin 1536 -1.0.
Screening COc1ccc(NC(=O)CCSc2ccc(C)cc2)cc1 returned Wee1 stabilizer -2.6, Hck-Nef inh -1.7, hK5 inh 32.6, FXIIa inh 4.3, Runt-SMMHC FRET -1.0, FXIa inh 1536 5.6, 14-3-3 Bad PPI 5.8, Runt-CBFb FRET 0.9 and thrombin 1536 14.9.
For O=C(/C=C\c1ccc(-c2cccc([N+](=O)[O-])c2)o1)N1CCOCC1 the results were Wee1 stabilizer -0.6, Hck-Nef inh 20.4, hK5 inh -0.1, FXIIa inh 7.9, Runt-SMMHC FRET 3.9, FXIa inh 1536 -1.0, 14-3-3 Bad PPI -10.9, Runt-CBFb FRET 32.1 and thrombin 1536 -5.6.
Screening CCN(C(=O)c1ccc(S(C)(=O)=O)cc1)C12CC3CC(CC(C3)C1)C2 returned Wee1 stabilizer -2.3, Hck-Nef inh 1.4, hK5 inh 12.4, FXIIa inh 5.8, Runt-SMMHC FRET -1.8, FXIa inh 1536 -4.8, 14-3-3 Bad PPI 5.9[fluorescence artefact?], Runt-CBFb FRET -1.0 and thrombin 1536 16.0.
COC(=O)c1oc2ccc(Cl)cc2c1N was read as Wee1 stabilizer -2.7, Hck-Nef inh -0.6, hK5 inh -0.9, FXIIa inh -0.4, Runt-SMMHC FRET -1.1, FXIa inh 1536 -6.9, 14-3-3 Bad PPI -8.6, Runt-CBFb FRET 1.5 and thrombin 1536 -7.9.
COc1ccc(NC(=O)c2cc(Cl)ccc2Cl)c([N+](=O)[O-])c1 was read as Wee1 stabilizer -2.2, Hck-Nef inh 3.4, hK5 inh -13.8, FXIIa inh 8.9, Runt-SMMHC FRET -1.5, FXIa inh 1536 1.6, 14-3-3 Bad PPI 4.4, Runt-CBFb FRET -0.3 and thrombin 1536 -3.6.
Screening COc1ccc(C2C(C(=O)/C=C/c3ccco3)=C(O)C(=O)N2CCN2CCOCC2)cc1 (stereo not given) returned Wee1 stabilizer 2.9, Hck-Nef inh 15.8, hK5 inh -11.2, FXIIa inh 0.8, Runt-SMMHC FRET -12.6, FXIa inh 1536 -3.5, 14-3-3 Bad PPI -12.4, Runt-CBFb FRET 0.1 and thrombin 1536 -10.6.
CC1=CC(C)(C)n2c(O)c(N=N)c3c(C)ccc1c32 was read as Wee1 stabilizer 2.3, Hck-Nef inh 22.3, hK5 inh 4.2, FXIIa inh 11.2, Runt-SMMHC FRET 0.3, FXIa inh 1536 3.2, 14-3-3 Bad PPI 0.0, Runt-CBFb FRET 1.0 and thrombin 1536 0.8.
O=[N+]([O-])c1cc(C(F)(F)F)ccc1Sc1nccn1Cc1ccccc1 was read as Wee1 stabilizer -2.8, Hck-Nef inh 0.5, hK5 inh -7.1, FXIIa inh 22.9, Runt-SMMHC FRET -0.2, FXIa inh 1536 7.1, 14-3-3 Bad PPI -12.1, Runt-CBFb FRET -6.3 and thrombin 1536 0.9.
O=C(Cc1cn2ccsc2n1)NCc1ccccc1 was read as Wee1 stabilizer -1.6, Hck-Nef inh -0.5, hK5 inh 13.1, FXIIa inh 40.0, Runt-SMMHC FRET 2.0, FXIa inh 1536 -5.6, 14-3-3 Bad PPI -10.9[fluorescence artefact?], Runt-CBFb FRET -1.6 and thrombin 1536 -2.9.
`COc1cccc(CN2CCC(C(=O)N3CCN(c4ccccc4F)CC3)CC2)c1OC` gave Wee1 stabilizer -2.0, Hck-Nef inh 3.0, hK5 inh -14.9, FXIIa inh 6.9, Runt-SMMHC FRET 4.1, FXIa inh 1536 0.9, 14-3-3 Bad PPI 26.5, Runt-CBFb FRET -3.0 and thrombin 1536 -1.1.
Cc1cccc(C)c1NC(=O)CSc1ncnc2nc[nH]c12 was read as Wee1 stabilizer -1.4, Hck-Nef inh 0.6, hK5 inh 8.5, FXIIa inh 11.2, Runt-SMMHC FRET 7.7, FXIa inh 1536 0.5, 14-3-3 Bad PPI 1.1, Runt-CBFb FRET -1.4 and thrombin 1536 0.9.
